# TNFa cytotox – toxic to HUVEC cells under TNF alpha stimulation; HUVEC TNFalpha-stimulated, Hoechst cell count, imaging; cell count reduction, % at 2 µM; actives 0.17% (n = 93,000); AID 848;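 active = cell count reduction exceeding the screen mean by over 5 SD, scaled to untreated wells per plate, cut at about 78% in these data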;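 note: cells counted after 24 h of TNF alpha exposure following the 1 h pretreatment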
# H69AR growth 86K – growth inhibitors of human H69AR lung tumor cells. viability, % at 10 µM. H69AR lung tumor viability, ATP luminescence, 72 h; stronger effect = lower value. actives 6% (n = 85,000). AID 598;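 active = viability at or below 40%; inactive = viability above 40%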;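 note: multidrug resistant small cell line overexpressing MRP-1 efflux transporter; 100% = mean luminescence of untreated control wells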
# PTK2B oligo ant – antagonists of human Pyk2 oligomerization; z-score (the deposit names both 25 µM and 10 µM); actives 0.83% (n = 99,000); AID 1347419; Q14289; Q293 cells, Pyk2 FERM NanoBiT luminescence; stronger effect = lower value;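 active = Z-score of -3 or lower, scaled per plate to the spread of control and sample wells; inactive = z-score above -3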;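 note: negative z-score means lost luminescence so less FERM oligomerization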
# VCAM1 TNFa inh – reduces TNF alpha induced VCAM1 expression in HUVEC. HUVEC TNFa-induced VCAM-1 immunofluorescence, high-content imaging. inhibition, % at 2 µM. actives 0.48% (n = 95,000). AID 802;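 active = inhibition above the batch mean plus 3 SD, with images confirmed as a hit by eye, cut at about 37% in these data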;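 note: 0% = TNF-stimulated DMSO wells and 100% = unstimulated control wells; not every result past the cut was called active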
# HUVEC prolif 384 – inhibitors of human endothelial cell proliferation; HUVEC proliferation, CellTiter-Glo luminescence, 72 h; stronger effect = lower value; viability, % at 10 µM (by protocol); actives 1.1% (n = 86,000); AID 648;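 active = viability at or below 30%; inactive = viability above 30%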;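 note: 100% = median luminescence of DMSO-only cell control wells on each plate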
# Smad3 FoxH1 inh – Smad3 (human) transcription factor binding inhibition. inhibition, % at 25 µM. actives 0.29% (n = 88,000). P84022. TR-FRET Smad3/Dy647-FoxH1 peptide binding, europium anti-His;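 active = compounds that reduce the energy-transfer binding signal between the protein and its labelled peptide by more than half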;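 note: 0% = Smad3 plus labelled peptide maximal FRET and 100% = peptide-only background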
# Target sequence (P84022 whole entry, looked up): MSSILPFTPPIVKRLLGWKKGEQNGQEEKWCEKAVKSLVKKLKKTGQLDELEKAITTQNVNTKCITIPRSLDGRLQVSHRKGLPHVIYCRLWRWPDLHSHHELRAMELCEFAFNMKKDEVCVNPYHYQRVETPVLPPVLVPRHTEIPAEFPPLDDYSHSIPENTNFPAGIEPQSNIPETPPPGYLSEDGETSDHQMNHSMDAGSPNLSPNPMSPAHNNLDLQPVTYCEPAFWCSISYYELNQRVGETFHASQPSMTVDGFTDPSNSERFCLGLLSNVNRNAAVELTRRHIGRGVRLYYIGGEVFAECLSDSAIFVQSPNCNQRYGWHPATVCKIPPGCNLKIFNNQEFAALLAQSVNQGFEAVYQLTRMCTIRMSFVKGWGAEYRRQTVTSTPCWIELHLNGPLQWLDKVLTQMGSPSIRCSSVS
# cytoskel mod – alters cytoskeleton assembly in HUVEC cells; actives 0.18% (n = 91,000); inhibition, % at 2 µM; HUVEC TNFa F-actin phalloidin imaging, high content; AID 836;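 active = inhibition above the batch mean plus 3 SD and confirmed as a hit by visual image inspection, cut at about 30% in these data, passing the limit was not always enough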; note: strong numbers were not always called active
# Lung fibro prol – blocks proliferation of human lung fibroblasts. LL 47 human lung fibroblast viability, ATP luminescence; stronger effect = lower value. viability, % at 10 µM. actives 1.1% (n = 85,000);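 active = viability at or below 50% in the single dose screen; inactive = viability above 50%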;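 note: compound exposure lasted 72 h before the ATP readout; 100% = median luminescence of untreated cell-only wells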
#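 Material: human LL 47 lung fibroblast cells; quantity: 1,150 cells/well; medium: IMEM plus 15% FBS; doses: 0.1% DMSO in all compound wells; timing: overnight attachment after seeding, then 72 h compound exposure at 37 °C; detection: CellTiter-Glo luminescence; measure: % viability of median cell-only signal; controls: cell-only wells, no compound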
# IL1B cytotox – HUVEC cytotoxicity counter-screen, IL-1B stimulated. HUVEC cell count loss, Hoechst imaging. actives 0.41% (n = 94,000). cell count reduction, % at 2 µM;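 active = cell count reduction more than 3 SD above the screen-wide mean, cut at about 70% in these data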;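 note: normalized per plate to untreated control cells as the no-loss baseline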
# * hit, by the source's call; x = not tested or not shown; [ ] = another dose, or the depositor's remark.
smiles	TNFa cytotox	H69AR growth 86K	PTK2B oligo ant	VCAM1 TNFa inh	HUVEC prolif 384	Smad3 FoxH1 inh	cytoskel mod	Lung fibro prol	IL1B cytotox
C=CCNC1=C(Cl)C(=O)N(c2cccc(Cl)c2Cl)C1=O	-30	92	0.61	8	98	-2	14	98	-5
O=C(CCN1CCCCC1)Nc1cccc(Cl)c1	21	98	0	-2	108	4	-21	99	-12
CCCOc1ccc(/C(O)=C2/C(=O)C(=O)N(CCCOC)C2c2ccncc2)cc1 (stereo not drawn)	33	90	1.9	1	107	5	1	101	2
Cc1cc(C)nc(N2C(=O)CC(Cc3ccccc3)C2=O)n1 (stereo not drawn)	-4	90	0.31	16	92	14	-7	108	-2
Cc1ccc(C(=O)Nc2ccc(S(=O)(=O)NCc3ccco3)cc2)cc1	-6	x	0.86	-15	x	x	-16	x	10
COC(=O)c1cc(C#N)c(Oc2ccc(OC)cc2)nc1C	-3	x	-0.71	-15	x	x	0	x	-7
O=[N+]([O-])c1cccc(-n2nnnc2CN2CCCCCC2)c1	-8	x	1.7	-4	x	x	16	x	14
COc1ccc(CCN2C(=O)CC(N3CCN(S(=O)(=O)c4ccccc4)CC3)C2=O)cc1 (stereo not drawn)	-3	84	-0.37	-4	100	-22	-4	101	8
Cc1cc(/C=N/n2cnnc2)c(C)n1-c1ccc2c(c1)OCO2	-12	67	0.04	6	49	-1	38	96	-10
Cc1ccc(-c2cc(C(F)F)n3ncc(C(=O)NCc4ccco4)c3n2)cc1	-25	57	-0.51	11	86	11	13	90	-5
CC(C)CNC(=O)C1CC(=O)OC12CCCCC2 (stereo not drawn)	-6	110	3.1	4	100	4	2	101	-2
CCn1c(CC(=O)Nc2cccc(Cl)c2Cl)nnc1SCCOc1ccc(OC)cc1	3	75	1.4	-10	98	-11	-19	101	-10
CC(C)n1c(NCc2ccc(N(C)C)cc2)nc2ccccc21	-4	x	-0.27	11	x	x	-14	x	-43
COC(=O)c1cc(NS(=O)(=O)c2ccc(OC)c(OC)c2)ccc1Cl	2	96	-0.18	8	105	14	-2	97	-2
O=S(=O)(/C=C/c1ccccc1)N1CCN(c2ccc(F)cc2)CC1	-4	95	-0.95	-16	96	-2	-6	94	x
COc1cc2c(cc1OC)C(c1ccncc1)CC(=O)N2 (stereo not drawn)	x	112	-0.28	-23	100	-9	-6	102	10
O=S1(=O)CCN2C=C(Br)C=C(Br)C2=N1	-86	102	-0.27	-45	112	1	5	99	-37
O=C1C2ON(c3ccccc3)C(c3ccncc3)C2C(=O)N1c1ccc(Br)cc1 (stereo not drawn)	-8	89	-0.67	-15	88	-2	-4	107	-16
Cc1csc(Sc2ccc([N+](=O)[O-])cc2C(=O)OCC(=O)NC2CCCC(C)C2C)n1 (stereo not drawn)	-39	8.4*	0.02	16	97	-6	30	101	0
Cc1ccccc1NC(=O)Nc1cccs1	x	97	0.82	x	99	10	x	97	x
CC1=C(C)[N+](=O)C2(O)CCCCC2(C)N1[O-] (stereo not drawn)	-23	95	-0.4	14	107	-10	17	100	-26
CC1(C)CC(=O)C=C(NCC(=O)O)C1	-2	110	-0.34	-4	89	7	6	101	4
CN(C)c1nc(SCc2ccccc2)nc(N2CCOCC2)n1	12	89	0.16	-3	90	-14	-31	89	4
CC(C)Cn1c(-c2ccco2)n[nH]c1=S	-28	106	-0.29	15	95	2	-9	102	10
CCCCN(C)C(=O)c1coc(=O)c2ccccc12	-12	101	1.1	2	100	0	-13	101	4
C=CCn1c(SCCCCCC)nc(O)cc1=O	-11	92	-0.55	28	113	4	15	101	5
Cc1ccc(C2CC(=O)NC(SCC(=O)OCc3ccccc3)=C2C#N)o1 (stereo not drawn)	-27	24*	0.72	2	46	-3	5	79	-33
O=c1oc2cc(O)ccc2cc1-c1ccc(F)cc1	5	89	-0.5	-13	102	5	-10	98	-14
COc1ccccc1-c1ccc(NC2CCCC2)nn1	-10	70	-0.11	12	98	3	-9	95	11
Cc1cc(C(=O)CSc2nnc(-c3cccnc3)n2-c2ccccc2)c(C)n1CC1CCCO1 (stereo not drawn)	-9	x	0.35	-18	x	x	9	x	-6
O=C(Nc1ccc(N2CCOCC2)c(Cl)c1)c1c(F)c(F)c(F)c(F)c1F	-14	32*	-0.29	20	90	-6	1	87	-22
NC(=O)CCc1c[nH]c2ccccc12	-6	89	-0.94	-1	89	-11	12	97	32
COc1ccc(NC(=O)CSc2nc3ccccc3c(=O)n2CCNC(C)=O)cc1	-1	97	-0.63	6	93	0	7	92	-40
Nc1[nH]ncc1N=Nc1ccc(Cl)cc1	-20	x	-0.88	-7	x	x	12	x	-4
Cc1ccc(-c2cc(=O)[nH]c3ccccc23)cc1	-16	95	-0.67	-19	81	-3	-10	93	-22
O=C(CCN1CCOCC1)Nc1ccccc1	3	101	-0.03	-2	90	0	-17	99	-13
Cc1ccc(-n2nnnc2SCC(=O)N2CCCCC2)cc1	-4	98	0.03	3	101	-11	14	100	-4
CCOC(=O)C1CCN(C(=O)c2ccccc2N(C)S(C)(=O)=O)CC1	-25	95	1.9	9	101	11	-6	120	0
O=S(=O)(NCc1ccccc1)c1ccc(S(=O)(=O)N2CCCCC2)cc1	-16	82	0.1	6	91	0	4	98	-11
COc1cc(C2c3c(-c4cc(Cl)c(C)cc4O)n[nH]c3C(=O)N2Cc2cccnc2)ccc1O (stereo not drawn)	-1	86	-4.8*	6	99	1	19	92	-12
O=C(COc1ccc2c3c(c(=O)oc2c1)CCC3)c1ccc2c(c1)OCO2	-19	75	0.89	-14	72	-163[fluorescence artefact?]	8	100	-13
C#CCOC(=O)c1ccccc1C(=O)OCC#C	2	106	0.38	-6	101	10[fluorescence artefact?]	-10	97	1
COc1ccc(NS(=O)(=O)c2cc(C)ccc2NC(=O)c2cc(C)oc2C)cc1	32	29*	0.17	44*	39	0	-59	55	-20
CN(CCO)c1ccc([N+](=O)[O-])cc1C(=O)O	-9	x	0.13	0	x	x	22	x	43
CCOn1c(SCC)nc2ccccc2c1=O	4	100	0.88	-7	97	3	6	96	-20
COc1ccc(C)cc1NC(=O)CSc1nnc(-c2ccco2)n1N	-3	88	0.75	0	98	11	5	99	-1
C/C=C(\C)c1nnc(NC(=O)C(C)C)s1	-2	83	1.9	-18	94	-4	-4	95	-7
O=C(O)CCC(=O)N1CCc2cc(S(=O)(=O)N3CCN(c4ccc(F)cc4)CC3)ccc21	-36	89	x	13	90	-2	6	96	5
Cc1ccc(N(CC(=O)Nc2ccc(F)cc2)S(=O)(=O)N2CCCC2)cc1	0	x	-0.38	-10	x	x	-2	x	5
O=C(CSc1ncnc2c1oc1ccccc12)Nc1cccc(C(F)(F)F)c1	-2	17*	x	-5	45	6	-2	95	-12

# Remaining list, next part
smiles	TNFa cytotox	H69AR growth 86K	PTK2B oligo ant	VCAM1 TNFa inh	HUVEC prolif 384	Smad3 FoxH1 inh	cytoskel mod	Lung fibro prol	IL1B cytotox
Cc1ccc(NC(=O)CC2CS(=O)(=O)CC2CC(=O)Nc2ccc(C)c(C)c2)cc1C (stereo not drawn)	6	x	-0.44	3	x	x	30	x	-12
O=C1S/C(=C\c2ccc(N3CCOCC3)o2)C(=O)N1Cc1c(F)cccc1Cl	1	x	0.47	25	x	x	12	x	-25
CC(C)c1ccc(/C=N/NC(=O)CN(c2cccc(Cl)c2Cl)S(C)(=O)=O)cc1	-5	x	-0.49	-1	x	x	-4	x	-69
COc1ccc(CCNC(=O)CN2CCOc3ccccc32)cc1OC	x	87	x	x	105	1	x	104	x
CN(CC(=O)Nc1ccc(F)c(F)c1F)C1CCCCC1	-25	x	0.12	-3	x	x	0	x	12
CNC(=O)/C=C1\NC(C)(C)Cc2c1ccc1ccccc21	8	23*	0.54	0	80	3	-24	89	10
Cn1c(=O)[nH]c(=O)c2c1nc(Br)n2CCC(=O)c1ccccc1	-11	90	0.19	9	90	2	19	104	-33
COc1ccc(OCC(O)Cn2c(Nc3cccc(C)c3)nc3c2c(=O)n(C)c(=O)n3C)cc1 (stereo not drawn)	x	78	x	x	85	-1	x	99	x
Cn1cccc1Cc1nnc(SCC(=O)N2CCCc3ccccc32)n1-c1ccc(F)cc1	x	95	x	x	118	-31	x	94	x
COc1cc(C(c2c(C)[nH][nH]c2=O)c2c(C)[nH][nH]c2=O)ccc1OC(=O)c1cccc([N+](=O)[O-])c1	-6	x	-0.49	25	x	x	-6	x	20

# Filtered by structure: the compounds so far with four or more nitrogen atoms.
smiles	TNFa cytotox	H69AR growth 86K	PTK2B oligo ant	VCAM1 TNFa inh	HUVEC prolif 384	Smad3 FoxH1 inh	cytoskel mod	Lung fibro prol	IL1B cytotox
O=[N+]([O-])c1cccc(-n2nnnc2CN2CCCCCC2)c1	-8	x	1.7	-4	x	x	16	x	14
Cc1cc(/C=N/n2cnnc2)c(C)n1-c1ccc2c(c1)OCO2	-12	67	0.04	6	49	-1	38	96	-10
Cc1ccc(-c2cc(C(F)F)n3ncc(C(=O)NCc4ccco4)c3n2)cc1	-25	57	-0.51	11	86	11	13	90	-5
CCn1c(CC(=O)Nc2cccc(Cl)c2Cl)nnc1SCCOc1ccc(OC)cc1	3	75	1.4	-10	98	-11	-19	101	-10
CC(C)n1c(NCc2ccc(N(C)C)cc2)nc2ccccc21	-4	x	-0.27	11	x	x	-14	x	-43
CN(C)c1nc(SCc2ccccc2)nc(N2CCOCC2)n1	12	89	0.16	-3	90	-14	-31	89	4
Cc1cc(C(=O)CSc2nnc(-c3cccnc3)n2-c2ccccc2)c(C)n1CC1CCCO1 (stereo not drawn)	-9	x	0.35	-18	x	x	9	x	-6
COc1ccc(NC(=O)CSc2nc3ccccc3c(=O)n2CCNC(C)=O)cc1	-1	97	-0.63	6	93	0	7	92	-40
Nc1[nH]ncc1N=Nc1ccc(Cl)cc1	-20	x	-0.88	-7	x	x	12	x	-4
Cc1ccc(-n2nnnc2SCC(=O)N2CCCCC2)cc1	-4	98	0.03	3	101	-11	14	100	-4
COc1cc(C2c3c(-c4cc(Cl)c(C)cc4O)n[nH]c3C(=O)N2Cc2cccnc2)ccc1O (stereo not drawn)	-1	86	-4.8*	6	99	1	19	92	-12
COc1ccc(C)cc1NC(=O)CSc1nnc(-c2ccco2)n1N	-3	88	0.75	0	98	11	5	99	-1
Cn1c(=O)[nH]c(=O)c2c1nc(Br)n2CCC(=O)c1ccccc1	-11	90	0.19	9	90	2	19	104	-33
COc1ccc(OCC(O)Cn2c(Nc3cccc(C)c3)nc3c2c(=O)n(C)c(=O)n3C)cc1 (stereo not drawn)	x	78	x	x	85	-1	x	99	x
Cn1cccc1Cc1nnc(SCC(=O)N2CCCc3ccccc32)n1-c1ccc(F)cc1	x	95	x	x	118	-31	x	94	x
COc1cc(C(c2c(C)[nH][nH]c2=O)c2c(C)[nH][nH]c2=O)ccc1OC(=O)c1cccc([N+](=O)[O-])c1	-6	x	-0.49	25	x	x	-6	x	20

# An excerpt (hit frequency here may not be typical).
